High-throughput results: PubChem BioAssay, several laboratories
BaF3 parental = counter-screen for JAK2V617F inhibitors: parental Ba/F3 viability inhibitors. CellTiter-Glo ATP luminescence. inhibition, % at 5.6 µM. 220,000 tested, 1.1% active. AID 1486;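 active = inhibition above a per-campaign cutoff, the mean inhibition of all tested compounds plus 3 SD, cut at about 27% in these data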;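 also: 0% = DMSO wells and 100% = JAK Inhibitor I control wells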
TRPML3 ag = human mucolipin-3 channel agonism. 220,000 tested, 0.29% active. HEK293 TRPML3-YFP, Fluo-8 calcium fluorescence; 100% = the carbachol control signal. Q8TDD5. activation, % at 3 µM;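 active = activation above its plate's cutoff, the mean activation of the plate's test wells plus 3 SD, cut at about 12% in these data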;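 also: 0% = DMSO only wells and 100% = carbachol wells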
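Test system: TRPML3-YFP stable HEK293 cells. Doses: single point at 3 µM. Incubation: dye loading 1 h 37 °C then 30 min ambient, 125 s read. Signal: Fluo-8 calcium dye fluorescence, ex 470-495, em 515-575 nm. Measure: percent activation from peak-to-basal fluorescence ratio, scaled between DMSO and carbachol.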
Ba/F3 V617F tox = lowers viability of Ba/F3 cells expressing EpoR and JAK2V617F; ATP luminescence; inhibition, % at 5.6 µM; 220,000 tested, 1.1% active;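 active = inhibition above the campaign mean plus 3 SD over all tested compounds, cut at about 24% in these data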;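 also: cytokine-independent growth of Ba/F3 cells driven by EpoR plus mutant JAK2; 0% = DMSO-treated cells and 100% = JAK inhibitor I control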
S1P4 agonist = activates the human S1P4 receptor | O95977 | activation, % at 4.98 µM | 220,000 tested, 0.35% active | S1P4-expressing cell line, agonist reporter assay | AID 1509; in the data active = activation above about 11%;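 also: 0% = DMSO vehicle and 100% = reference agonist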
S1P4 antagonist = human S1P4 receptor antagonism | O95977 | S1P4-expressing cells, antagonist mode, reporter read-out | inhibition, % at 4.98 µM | 220,000 tested, 0.26% active; in the data active = inhibition above about 29%;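 also: 0% = wells stimulated with agonist and 100% = vehicle wells without agonist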
zfTRPN1 agonist = agonists of zebrafish TRPN1 channel; activation, % at 3 µM; 220,000 tested, 0.18% active; HEK293 zebrafish TRPN1-YFP, Fluo-8 calcium fluorescence; 100% = response to 87 µM carbachol; AID 1424;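 active = activation above its plate's cutoff, the mean activation of test wells on that plate plus 3 SD, cut at about 19% in these data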;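 also: 0% = DMSO alone and 100% = 87 µM carbachol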
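Control set: carbachol 87 µM as high control, DMSO as low control; system: HEK293 stable line with zebrafish TRPN1-YFP; read-out: % activation versus carbachol response; detection: intracellular calcium fluorescence with Fluo-8; doses: single test compound dose, 3 µM nominal, 0.3% DMSO; schedule: dye 1 h 37 °C plus 30 min RT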
EP2 mod = modulates human prostaglandin E2 receptor EP2 signaling; P43116; EP2-expressing cells, cAMP HTRF FRET, PGE2 co-stimulation; induction, % at 25 µM; 260,000 tested, 0.83% active; AID 940;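 active = compounds whose cAMP rise, as percent of the full-agonist control response, exceeds 60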;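 also: rat C6 glioma line stably carrying human EP2 under a CMV promoter; the protocol text gives 20 µM as final concentration; 100% = response of wells given 1 µM PGE2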
PERK inhibitor = human PERK inhibition, primary cell-based screen | inhibition, % at 5.6 µM | Q9NZJ5 | 220,000 tested, 0.17% active | CHO PERK-DD fusion, SEAP luminescence translation reporter | AID 1416;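 active = inhibition above the mean inhibition of all tested compounds plus 3 SD, set separately per screening campaign, cut at about 2.9% in these data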;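 also: PERK kinase domain activated by AP20187 dimerizer at 100 nM; 0% = DMSO with dimerizer and 100% = rapamycin at 8.4 µM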
Target sequence (Q9NZJ5 whole entry, looked up, the tested form may be a part): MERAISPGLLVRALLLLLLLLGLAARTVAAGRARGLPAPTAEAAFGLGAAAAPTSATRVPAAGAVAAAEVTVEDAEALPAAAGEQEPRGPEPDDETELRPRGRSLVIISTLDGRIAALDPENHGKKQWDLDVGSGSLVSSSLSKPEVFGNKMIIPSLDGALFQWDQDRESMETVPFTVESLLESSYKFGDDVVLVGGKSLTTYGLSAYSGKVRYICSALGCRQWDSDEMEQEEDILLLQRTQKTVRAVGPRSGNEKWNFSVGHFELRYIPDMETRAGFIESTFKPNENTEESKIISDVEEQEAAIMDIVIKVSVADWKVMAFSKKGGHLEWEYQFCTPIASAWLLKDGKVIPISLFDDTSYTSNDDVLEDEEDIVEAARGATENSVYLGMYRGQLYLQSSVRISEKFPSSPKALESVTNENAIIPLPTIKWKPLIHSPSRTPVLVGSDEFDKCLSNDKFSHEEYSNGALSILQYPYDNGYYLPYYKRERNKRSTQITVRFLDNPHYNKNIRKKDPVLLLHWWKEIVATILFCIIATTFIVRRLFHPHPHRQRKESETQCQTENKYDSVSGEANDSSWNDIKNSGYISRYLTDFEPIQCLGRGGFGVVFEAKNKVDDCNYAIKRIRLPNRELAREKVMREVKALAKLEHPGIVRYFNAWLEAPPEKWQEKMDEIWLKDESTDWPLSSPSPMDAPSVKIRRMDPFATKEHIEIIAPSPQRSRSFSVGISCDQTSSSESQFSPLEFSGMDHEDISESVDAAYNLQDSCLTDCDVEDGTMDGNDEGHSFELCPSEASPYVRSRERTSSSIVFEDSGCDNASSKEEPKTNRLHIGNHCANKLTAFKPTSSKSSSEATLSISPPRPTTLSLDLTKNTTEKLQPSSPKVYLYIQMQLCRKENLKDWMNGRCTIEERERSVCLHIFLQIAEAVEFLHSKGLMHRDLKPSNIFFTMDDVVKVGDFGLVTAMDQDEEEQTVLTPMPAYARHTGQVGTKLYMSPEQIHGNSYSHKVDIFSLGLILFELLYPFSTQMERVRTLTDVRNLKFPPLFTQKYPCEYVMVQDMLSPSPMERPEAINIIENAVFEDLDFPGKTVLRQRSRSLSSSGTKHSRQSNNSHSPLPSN
Calpain2 inh = blocks pig calpain II enzyme activity. inhibition, % at 16 µM. 220,000 tested, 0.37% active. purified calpain II, fluorogenic peptide substrate, 30 min;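 active = inhibition above about 50%, limit read from the data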
* marks the source's active call; other numbers are inactive results; i = inactive; x = no result given; & = joins results of further samples.

Each structure is followed by: BaF3 parental	TRPML3 ag	Ba/F3 V617F tox	S1P4 agonist	S1P4 antagonist	zfTRPN1 agonist	EP2 mod	PERK inhibitor	Calpain2 inh
1	COc1ccccc1-n1c(=S)[nH]c2c(sc(=S)n2-c2ccccc2C)c1=O
    9	0.9	4	-0.5	1	0.9	3	-0.6	14
2	Cn1c(CCCOc2ccc(Cl)cc2Cl)n[nH]c1=S
    4	-1.4	-2	-0.3	-13	0.0	-19	-0.1	-27
3	N#Cc1c(C#N)c(-c2ccccc2)n(-c2ccccc2)c1N
    5	0.2	-1	1.2	-10	0.2	9	-0.3	14
4	CCOc1cc(C2C(C(=O)c3ccc(C)o3)=C(O)C(=O)N2CCc2ccccc2)ccc1O (centres undefined)
    2	-0.9	2	-3.4	1	0.3	-3&-1	0.1	-110
5	CC(C)(C)NCCOc1ccc(Br)cc1
    6	0.7	1	-0.8	2	-0.2	-8	-0.5	-22
6	Cc1cc(C)c2cc(C(=O)N3CCC(C(=O)c4ccc(F)cc4)CC3)[nH]c2c1
    -1	-1.1	6	-0.8	8	-1.9	-50	1.0	-6
7	Cc1cc(NC(=O)CCN2C(=O)/C(=C\c3ccccc3Cl)SC2=S)no1
    1	-0.4	-5	1.2	-2	-1.1	-8	0.7	-10
8	O=C(c1cnn2ccccc12)N1CCCc2ccccc21
    -2	0.1	-5	-2.8	-19	-0.4	15	-0.3	-4
9	O=C(CSc1nnnn1C1CCCCC1)N1CCc2ccccc21
    5	-1.3	4	0.0	10	-0.6	-16	-0.7	-22
10	O=C(CC12CC3CC(CC(C3)C1)C2)NCC(c1ccc(F)cc1)N1CCOCC1 (centres undefined)
    2	2.1	-2	-1.2	10	2.6	-7	-0.1	-19
11	O=Cc1cccn1-c1cccnc1
    6	-0.1	-2	0.5	-11	0.1	3	0.9	-11
12	O=C(CN1CCN(C/C=C/c2ccccc2)CC1)NCc1ccc(Cl)cc1
    -4	2.1	-3	-0.3	8	1.2	-26	-0.6	-1
13	O=S(=O)(NCc1ccc2c(c1)OCO2)c1cnc[nH]1
    9	0.4	1	0.7	2	1.6	-2	0.9	10
14	CCN(C(=O)c1cc2ccccc2o1)C12CC3CC(CC(C3)C1)C2
    2	0.7	-4	-1.1	1	-1.1	27	1.2	-26
15	CC(C)c1ccccc1NC(=O)COC(=O)CNC(=O)c1ccc(Br)cc1
    1	-1.0	-5	0.0	-6	-1.7	33	1.9	4
16	COc1ccccc1NC(=S)NC(=O)c1c(-c2ccccc2Cl)noc1C
    4	-0.2	-2	0.0	13	0.1	22	0.3	-7
17	COc1ccc(C(=O)Nc2ccc(N3CCN(C)CC3)cc2)cc1[N+](=O)[O-]
    6	0.8	2	1.0	-14	0.2	9	0.3	4
18	Cc1ccc(C(=O)Nc2nc3ccccc3c(=O)s2)cc1
    6	0.3	3	0.3	19	0.9	25	1.7	-6
19	O/N=C/c1ccc(-c2ccccc2OC(F)(F)F)o1
    -2	-0.8	1	0.0	5	-1.3	-28	0.8	24
20	CC(C)NC(=S)N/N=C1\CCCCC1C1CCCCC1 (centres undefined)
    7	0.4	1	-0.4	7	-0.6	81*	-0.4	11
21	CCCc1ccc(Oc2cc(C)nc(N3CCOCC3)n2)cc1
    3	0.9	1	0.6	-4	0.2	8	-0.2	2
22	Cc1ccc(CN2CCN(Cc3cccc(-n4cccn4)c3)CC2CCO)cc1 (centres undefined)
    4	0.8	-1	1.3	-2	0.0	0	0.7	10
23	COc1ccc(CNn2c(-c3ccccc3F)nc3ccccc3c2=O)cc1OC
    8	0.3	2	2.7	-12	2.1	4	-0.5	-21
24	CCn1c(O)c(C#N)c(C)cc1=O
    3	0.6	-2	1.1	7	-0.1	-5	1.7	10
25	O=C(O)C1=C[C@@H](c2ccc3c(c2)OCO3)C[C@@H](OCCCCO)O1
    0	0.5	-2	0.8	6	-1.1	14	1.3	2
26	O=C(Cn1cnc2c(oc3ccccc32)c1=O)N1CCN(c2ccccc2)CC1
    4	0.9	1	1.8	-19	4.6	17	-1.1	-5
27	COc1ccc(N(C(=O)c2cnsn2)C(C(=O)NC2CCCCC2)c2ccncc2)cc1 (centres undefined)
    6	0.0	-1	-1.7	-6	-1.4	7	1.6	-7
28	NC(=O)C1C(c2ccccc2)=C1c1ccccc1
    -1	0.6	-3	0.4	-1	1.4	-67	0.7	-115
29	COCCCNC(=O)CSc1nc2ccc(N3CCOCC3)cc2c(=O)n1CCc1ccccc1
    8	-0.9	3	-0.3	-4	-0.7	x	-0.7	x
30	Cc1ccc(C)c(NC2=C(Cl)C(=O)OC2OC(C)C)c1 (centres undefined)
    3	-0.6	-3	2.0	-9	-1.7	33	0.6	-27
31	O=C(Nc1ncn[nH]1)c1ccc([N+](=O)[O-])cc1[N+](=O)[O-]
    -1	0.7	-3	1.7	-5	-0.1	19	2.1	6
32	CC1(C)CC(=O)C2=C(C1)NC(=O)CC2c1ccccc1F (centres undefined)
    -1	0.5	-4	-1.1	-4	1.5	19	0.8	0
33	COCCCNC(=O)CNC(=S)N(Cc1ccc(F)cc1)C1CCCCC1
    0	-1.1	-3	2.6	1	-1.3	16	-0.3	19
34	N#Cc1c2c(c(=S)n(-c3ccccc3)c1N)CCCC2
    8	1.2	2	0.6	-4	1.7	-30	0.3	-29
35	CC12CCC(C(=O)N3CCN(c4ncccn4)CC3)(c3nc4ccccc4nc31)C2(C)C (centres undefined)
    1	0.5	-3	0.5	-12	0.7	11	-0.8	-4
36	Cc1cc(C)c(NC(=O)CN2C(=O)NC(Cc3ccccc3)C2=O)c(C)c1 (centres undefined)
    0	0.5	-2	1.7	12	-0.1	-26	0.1	-1
37	Oc1ccc(/C(Cc2ccc3ccccc3n2)=N\Nc2ccccc2)c(O)c1
    8	-0.2	2	0.0	7	-1.7	13	0.3	-16
38	CCC1(C)N=C(N)Nc2nc3cc(C)c(C)cc3n21 (centres undefined)
    85*	0.7	73*	2.6	-15	0.6	-13	-0.5	-17
39	CCOc1cc(NC(=S)Nc2ccc(Cl)cc2)c(OCC)cc1NC(C)=O
    6	0.5	-1	2.0	12	-0.4	7	0.1	-17
40	CN(C)S(=O)(=O)NCc1ccc2c(c1)OCO2
    5	0.9	-1	2.1	-20	1.5	1	0.1	-4
41	Cc1ccc(CNc2oc(-c3cccs3)nc2C#N)cc1
    2	0.2	0	5.0	0	-0.2	-51	1.2	i
42	Cc1cc(NCc2ccco2)n2ncnc2n1
    1	1.3	-5	-1.7	-4	0.3	7	0.2	-4
43	CC[n+]1ccc(C)c2cc(P(=O)(c3ccccc3)c3ccccc3)ccc21
    2	0.2	-2	0.5	-3	0.1	23	-0.4	-45
44	CCOC(=O)c1sc(-n2[nH]c(C)cc2=O)nc1C
    5	-0.5	6	-0.3	-7	1.4	4	-0.7	11
45	C/C(=N\O)C(C)Oc1ccc(Cl)cc1 (centres undefined)
    -1	-0.1	-1	-0.2	-25	-1.1	1	1.1	-16
46	CCN(CC)CCc1c(C)[nH]c(C(=O)OCc2ccccc2)c1C
    11	1.0	3	0.3	-2	2.7	-14	-1.0	58*
47	Cc1ccc(C2=NC(C)(C)N=C2SCC(=O)Nc2ccc(Cl)cc2)cc1
    1	0.6	-4	-4.9	-2	-0.4	-23	-1.2	15
48	C/C(=N\NC(=O)c1cccc(Cl)c1)c1cccc(NC(=O)C(C)C)c1
    1	0.7	-2	0.5	-115	0.5	7	1.4	-16
49	CCCCNC(=O)n1c(SC)nc2ccccc21
    5	0.0	4	1.3	-1	0.6	-1	0.9	-36
50	CCC(=O)Nc1cccc(NC(=O)c2ccc3c(c2)OCO3)c1
    0	0.7	0	2.0	-17	1.4	-4&-53	-0.6	-21

Continued:
Each structure is followed by: BaF3 parental	TRPML3 ag	Ba/F3 V617F tox	S1P4 agonist	S1P4 antagonist	zfTRPN1 agonist	EP2 mod	PERK inhibitor	Calpain2 inh
51	COc1ccc(/C=N/NS(=O)(=O)c2ccccc2)cc1OS(=O)(=O)c1ccc(C)cc1
    2	-0.9	-2	-1.8	6	-1.5	-37	-1.0	-123
52	Cc1cc(/C=C(\C#N)C(=O)NC2CCCCCC2)c(C)[nH]1
    7	0.5	3	1.5	-11	0.1	-3	-0.3	-3
53	O=C(CNC(=O)c1cccs1)c1ccc(F)cc1
    2	0.5	4	1.3	-10	-0.3	-12&23	-0.4	-14
54	Cc1ccccc1C(=O)NC(=S)Nc1ccc(S(=O)(=O)N2CCOCC2)cc1
    15	1.1	1	0.4	-16	1.8	3	-0.1	18
55	CC1(C)C2CC=C(/C=N/NC(=O)C3CC3)C1C2 (centres undefined)
    1	0.7	-1	1.1	5	-0.4	-5	1.8	9
56	Cc1ccc(SCC(=O)Nc2ccccc2C(=O)N2CCOCC2)cc1
    3	-0.5	-3	0.6	5	1.4	-1	-0.3	-7
57	Cc1ccc(C(=O)NC2CCCCNC2=O)cc1 (centres undefined)
    2	0.8	-4	1.4	9	0.1	3	0.6	-22
58	Cc1ccc(NS(=O)(=O)c2ccc(C)c(C(=O)N3CCN(C)CC3)c2)cc1
    5	-0.7	2	1.1	4	0.8	22	1.1	-5
59	Cc1ccc(CCNC(=O)CS(=O)Cc2nc(-c3cccc(C)c3)oc2C)cc1 (centres undefined)
    7	-0.4	-4	2.1	2	0.2	-7	0.3	4
60	COc1ccc(/C=C/C(=O)c2ccc3c4c(cccc24)CC3)cc1OC
    0	0.3	-7	0.3	-26	-0.1	-78	-0.1	-10

Full records from above. Order of screens: BaF3 parental, TRPML3 ag, Ba/F3 V617F tox, S1P4 agonist, S1P4 antagonist, zfTRPN1 agonist, EP2 mod, PERK inhibitor, Calpain2 inh
Cc1cc(NC(=O)CCN2C(=O)/C(=C\c3ccccc3Cl)SC2=S)no1 is listed as 1, -0.4, -5, 1.2, -2, -1.1, -8, 0.7, -10
Cc1cc(C)c(NC(=O)CN2C(=O)NC(Cc3ccccc3)C2=O)c(C)c1 (centres undefined) is listed as 0, 0.5, -2, 1.7, 12, -0.1, -26, 0.1, -1
